Bioassay records: PubChem BioAssay, several laboratories
RGS4 pot: RGS4 potentiators or activators, primary screen, cell-based, HEK293 M3R inducible RGS4, calcium flux | carbachol calcium flux Fluo4; active compounds read low | B-score at 10 µM | hit rate 0.92% among 310,000;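 active = B-score of the integrated calcium signal more than 4 SD below the library mean, with starting fluorescence not abnormally high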;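 note: negative B-score means reduced calcium response which marks RGS4 activation or potentiation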
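test system = M3R-expressing HEK293 line, RGS4 induced by doxycycline | probe or stimulus = carbachol at ECmax as muscarinic agonist stimulus | timing = dye loading 30 min 37 °C, buffer rest 30 min RT | signal = calcium dye Fluo4 fluorescence | evaluation = B score from integrated fluorescence ratio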
TRPC6 inh: mouse TRPC6 channel inhibitors, primary screen, cell-based, HEK293, membrane potential dye | ACh-evoked depolarization; active compounds read low | B-score at 10 µM | hit rate 1.1% among 310,000 | AID 2553, 2010;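 active = B-score under library mean minus 3 SD, initial fluorescence not abnormally high, positive integrated signal ratio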;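 note: B-score derived from integrated fluorescence ratio over the kinetic read; more negative B-score means stronger inhibition of depolarization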
Target sequence (Q61143 whole entry, looked up): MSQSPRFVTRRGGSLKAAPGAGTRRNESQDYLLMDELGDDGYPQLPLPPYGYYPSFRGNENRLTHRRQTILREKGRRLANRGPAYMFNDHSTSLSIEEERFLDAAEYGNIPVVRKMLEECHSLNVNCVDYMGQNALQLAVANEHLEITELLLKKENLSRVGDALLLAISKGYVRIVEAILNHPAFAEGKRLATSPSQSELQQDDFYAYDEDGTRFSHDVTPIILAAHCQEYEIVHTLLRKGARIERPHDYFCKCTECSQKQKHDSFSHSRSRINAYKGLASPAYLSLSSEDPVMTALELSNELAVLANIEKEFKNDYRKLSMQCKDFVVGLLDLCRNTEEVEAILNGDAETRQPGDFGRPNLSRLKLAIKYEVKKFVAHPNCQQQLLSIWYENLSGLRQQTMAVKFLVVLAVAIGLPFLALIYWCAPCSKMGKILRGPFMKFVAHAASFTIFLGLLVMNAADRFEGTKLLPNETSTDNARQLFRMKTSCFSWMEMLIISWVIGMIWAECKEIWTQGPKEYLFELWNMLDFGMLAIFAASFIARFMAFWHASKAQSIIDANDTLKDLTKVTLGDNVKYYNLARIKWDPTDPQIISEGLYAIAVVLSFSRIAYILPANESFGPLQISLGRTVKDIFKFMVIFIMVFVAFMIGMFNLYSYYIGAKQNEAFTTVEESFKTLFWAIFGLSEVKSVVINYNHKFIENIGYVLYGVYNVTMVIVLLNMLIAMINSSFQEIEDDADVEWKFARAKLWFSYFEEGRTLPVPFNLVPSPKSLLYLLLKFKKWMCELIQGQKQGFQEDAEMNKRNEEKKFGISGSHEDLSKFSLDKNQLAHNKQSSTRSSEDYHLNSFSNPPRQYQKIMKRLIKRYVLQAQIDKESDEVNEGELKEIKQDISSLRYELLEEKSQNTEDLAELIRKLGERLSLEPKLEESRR
TMEM16A inh: TMEM16A chloride channel inhibitors, primary screen, cell-based, HTS. Anoctamin-1 (Mus musculus), Q8BHY3. HEK293 TMEM16A/YFP iodide influx fluorescence, ionomycin. normalized B-score (activity score, 25-100; higher = stronger inhibition) at 10 µM. hit rate 1.2% among 310,000. AID 588511, 2011;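 active = ratio plate-corrected score three or more library SD toward inhibition, starting fluorescence score within five deviations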;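 note: score derived from kinetic fluorescence span divided by baseline fluorescence per well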
MrgX1 ag: agonists of human MrgX1 receptor, primary screen, HEK293 cells, Fluo-4 calcium flux | AID 588627, 2011 | hit rate 0.44% among 310,000 | B-score at 10 µM | Fluo-4 calcium fluorescence, agonist mode; active compounds read high | Mas-related G-protein coupled receptor member X1 (Homo sapiens), Q96LB2;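 active = calcium response B-score plate-corrected fluorescence ratio at least 3 library SD, with starting fluorescence B-score inside 5 SD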
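Material: MrgX1-expressing HEK293 cells / Dosing: compound as first of three additions / Incubation: overnight seeding, then 1 h dark dye loading / Signal: Fluo-4 NW calcium fluorescence / Evaluation: B-scored fluorescence response ratio / Benchmarks: positive and negative control wells on each plate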
SKKanGAS inh: S. pyogenes SKKanGAS growth inhibitors in kanamycin, primary screen, streptokinase expression inhibitor project, SKKanGAS strain, BacTiter-Glo luminescence. 6 h. inhibition, % at 7.5 µM. hit rate 1.3% among 300,000;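 active = mean replicate score, as percent of positive control median, at least 50; inconclusive = mean below 50 but one replicate at or above 50; inactive = mean and every replicate below 50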;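 note: strain carries kanamycin resistance gene driven by streptokinase promoter and grows in 40 µg/ml kanamycin; loss of luminescence reflects streptokinase promoter inhibition or plain growth inhibition; 0% = median of DMSO wells and 100% = positive control at its reference dose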
RGS4 block: RGS4 inhibitors, primary screen, cell-based, HEK293 M3R inducible RGS4, calcium flux; Regulator of G-protein signaling 4 (Homo sapiens), P49798; Fluo-4 calcium flux; active compounds read high; triggered by carbachol at its EC20; B-score at 10 µM; hit rate 0.45% among 310,000;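 active = B-score, a plate-corrected calcium signal, over three deviations above library mean, with baseline fluorescence within five deviations of library mean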;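 note: RGS4 expression induced by doxycycline in cells with stable M3 receptor; B-score is computed from the integrated fluorescence ratio over baseline after carbachol; higher B-score means a larger calcium signal and so more RGS4 inhibition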
TRPC6 act: mouse TRPC6 channel activators, primary screen, cell-based, HEK293, membrane potential dye; B-score at 10 µM; Short transient receptor potential channel 6 (Mus musculus), Q61143; hit rate 0.13% among 310,000; HEK293-TRPC6 membrane potential dye fluorescence; active compounds read high;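 active = B-score of the integrated fluorescence ratio above library mean plus 3 SD, and starting fluorescence ratio within library mean plus 5 SD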;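 note: higher score means more depolarization so channel activation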
MrgX1 antagonist: antagonists of human MrgX1 receptor, primary screen, HEK293 cells, Fluo-4 calcium flux | hit rate 1.3% among 310,000 | BAM8-22 antagonism; active compounds read low | B-score at 10 µM | Mas-related G-protein coupled receptor member X1 (Homo sapiens), Q96LB2;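 active = calcium-response B-score plate-corrected more than 3 library SD below zero, starting fluorescence within 5 deviations, no agonist response on first addition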;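 note: peak minus trough fluorescence over baseline after final BAM8-22 challenge near maximal dose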
HDAC3 inh: HDAC3 deacetylase inhibitors, primary screen, biochemical, fluorescence, cell-free homogeneous. Histone deacetylase 3 (Homo sapiens), O15379. recombinant HDAC3, fluorogenic peptide/trypsin coupled. inhibition, % at 8.3 µM. hit rate 0.15% among 320,000; in the data active = inhibition above about 26%, passing the limit was not always enough; inconclusive = no clear call, values can overlap the other calls
TMEM16A act: TMEM16A chloride channel activators or potentiators, primary screen, cell-based, HTS; AID 623877, 2012; hit rate 0.3% among 340,000; B-score at 10 µM; HEK293 TMEM16A/YFP-H148Q/I152L, iodide quench fluorescence; active compounds read low;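 active = fluorescence-ratio B-score plate-corrected deviation score at least 3 library SD below zero, with starting fluorescence score within 5 deviations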;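 note: channel opened by trigger with iodide after compound preincubation; score built on the fluorescence ratio of max minus min over baseline; more negative score means more quench and so TMEM16A activation or potentiation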
MrgX1 PAM: positive allosteric modulators of MrgX1, primary screen, HEK293 cells, Fluo-4 calcium flux | FDSS; active compounds read high | B-score at 10 µM | hit rate 0.63% among 310,000 | AID 588675, 2011;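 active = plate-corrected calcium response at least 3 library SD above typical, normal starting fluorescence, not activating the receptor alone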;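 note: compound read alongside a low EC10 to EC30 dose of BAM8-22 agonist; peak minus trough fluorescence over baseline measured at the second addition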
Numbers without * were called inactive; i = inactive; ? = inconclusive; / = no result given. This is a random part of the collection; overall some 6.7% were active at least once.

SMILES	RGS4 pot	TRPC6 inh	TMEM16A inh	MrgX1 ag	SKKanGAS inh	RGS4 block	TRPC6 act	MrgX1 antagonist	HDAC3 inh	TMEM16A act	MrgX1 PAM
COC(=O)c1cccc(C23CC4(C2)[C@H](CN(C)[C@@H]4c2ccccc2)C3c2ccc(C(F)(F)F)cc2)c1 (stereo partly drawn)	i	i	i	i	9.2	i	i	i	-15.1	i	i
COc1ccc(OCc2nnc3n2N=C(c2ccccc2)C(CC(=O)O)S3)cc1 (stereo not drawn)	i	i	i	i	-4.1	i	i	i	-3.2	i	i
FC(F)(F)c1cnc(Oc2ccccc2-c2nnco2)c(Cl)c1	i	i	i	i	-5.4	i	i	i	0.6	i	i
C=C(C)CN(CC)C(=O)COc1ccc(S(=O)(=O)Nc2ccc(OC)cc2)cc1	i	i	i	i	2.8	i	i	i	1.0	i	i
COc1ccccc1NC(=O)CC12CC3CC(CC(Br)(C3)C1)C2	i	i	i	i	-3.4	i	i	i	3.6	i	i
O=C(NCc1cccs1)C1CCN(S(=O)(=O)c2cccc([N+](=O)[O-])c2)CC1	i	i	i	i	4.3	i	i	i	-2.8	i	i
CCOC(=O)N1CCN(C(=O)c2ccc(CSc3ccc(Cl)cc3)cc2)CC1	i	i	/	/	1.3	i	i	/	/	i	/
Cc1ccccc1NC(=O)Cc1nc(COC(=O)C(C)C)cs1	i	i	i	i	1.9	i	i	i	9.0	i	i
Cc1ccc2oc3nc(C)c(C(=O)O)cc3c(=O)c2c1	i	i	i	i	17.5	i	i	i	-22.2	i	i
Cc1ccc(CC(=O)N2CCN(c3ccccn3)CC2)cc1	i	i	i	i	1.8	i	i	i	4.8	i	i
C/C(=N\NC(=O)c1ccccc1F)c1cccc(NC(=O)c2ccccc2)c1	i	i	i	i	3.6	i	i	i	0.9	i	i
CC(=O)c1ccc(N(C(=O)c2ccco2)C(C(=O)NC2CCCC2)c2cccs2)cc1 (stereo not drawn)	i	i	i	i	1.6	i	i	i	-3.9	i	i
Cc1[nH]c(=O)c(C#N)c(C)c1CCC(=O)NCc1ccc(Cl)cc1	i	i	i	i	-17.4	i	i	i	-4.7	i	i
CCCCc1nc2ccccc2n1CC(=O)NN	i	i	i	i	-3.2	i	i	i	-0.4	i	i
CSc1nsc(SCC(=O)Nc2ccccc2C(N)=O)n1	i	i	i	i	-4.8	i	i	i	1.3	i	i
COc1cc2c(cc1OC)C(C)N(C(=O)/C=C/c1cc(OC)c(OC)c(OC)c1)CC2 (stereo not drawn)	i	i	i	i	6.2	i	i	i	-8.2	/	i
O=C(Nc1ccc2c(c1)OCCO2)c1cnc2n(c1=O)CCS2	i	i	i	i	22.1	i	i	i	1.7	i	i
Cc1ccc(C)c(NC(=O)C2(C)CC3c4ccccc4C2c2ccccc23)c1 (stereo not drawn)	/	/	i	i	/	/	/	i	2.0	i	i
O=C(NCCCNC(=O)c1ccccc1)c1ccccc1	i	i	i	i	-5.0	i	i	i	-1.0	i	i
CCOC1(OCC)C(c2ccc(Cl)cc2)C(C#N)(C#N)C1(OCC)OCC (stereo not drawn)	i	i	i	i	-5.4	i	i	i	0.5	i	i
COc1ccc(CCNC(=O)C2CCN(S(=O)(=O)c3cc(OC)ccc3OC)CC2)cc1	i	i	i	i	-1.3	i	i	i	-3.7	i	i
CNC(=O)N(C1=NCC(C)(C)S1)c1ccc(F)c(Cl)c1	i	i	i	i	-1.4	i	i	i	3.7	i	i
COC(=O)c1ccc(CS(=O)(=O)c2ccccc2C)o1	i	i	i	i	2.6	i	i	i	-2.3	i	i
COc1ccccc1/C=N/NC(=O)c1ccc(NC(=O)c2cccc([N+](=O)[O-])c2)cc1	i	i	i	i	5.8	i	i	i	-1.7	/	i
CCc1ccccc1NC(=O)CCc1nc(-c2cccs2)no1	i	i	i	i	-8.7	i	i	i	-3.9	i	i
CC1Cc2ccccc2N1C(=O)C1CCCCN1S(=O)(=O)c1ccccc1 (stereo not drawn)	i	i	i	i	3.5	i	i	i	3.4	i	i
COCCCC1CCN(C(=O)C2CCC(=O)N(C3CCCC3)C2)CC1 (stereo not drawn)	i	i	i	i	0.0	i	i	i	7.2	i	i
Cc1nc([N+](=O)[O-])cn1CC(=O)c1ccc(OC(F)(F)F)cc1	i	i	i	i	-6.1	i	i	i	-10.4	i	i
CCOc1cc2[nH]c(=S)n(Cc3ccc(C(=O)O)cc3)c(=O)c2cc1OCC	i	i	i	i	20.9	i	i	i	4.4	i	i
Cc1cc(C(=O)OCc2nc3ccccc3s2)c(C)o1	i	i	i	i	3.4	i	i	i	2.3	i	i
COC(=O)C1=C(CS(=O)(=O)c2ccc(Cl)cc2)NC(=O)NC1c1ccc(O)c(OC)c1 (stereo not drawn)	i	i	i	i	-5.0	i	i	i	-6.9	i	i
COc1ccc(OC)c(-c2csc(NC(=O)C3=NNC(=O)CC3)n2)c1	i	i	i	i	19.5	i	i	i	-5.4	i	i
COc1ccccc1NC(=O)c1cnc2c(-c3ccccc3)c(C)nn2c1C	i	i	i	i	-4.0	i	i	i	3.6	i	i
COC(=O)C1=C(C)N=C2SC(C#N)=C(N)N2C1c1cccc(OC)c1 (stereo not drawn)	i	i	i	i	3.3	i	i	i	8.6	i	i
CCCCOc1ccc(NC(=O)[C@@H]2CCCN2C(=O)C2CCN(S(=O)(=O)c3ccc(C)cc3)CC2)cc1	i	i	i	i	1.3	i	i	i	0.2	i	i
CCOC(=O)c1ccccc1-c1cn2cc(Cl)ccc2n1	i	i	i	29.9*	-5.3	i	i	i	4.8	i	i
O=C(Cc1ccccc1)NCC(=O)N1CCC1	i	i	i	i	0.6	i	i	i	-2.6	i	i
CNc1nc(Sc2ccccc2)cc(C(F)(F)F)n1	i	i	i	i	6.1	i	i	i	4.4	i	21.5*
O=C(CCNC(=O)C1CCN(S(=O)(=O)c2ccc(F)cc2)CC1)NCc1ccccc1	i	i	i	i	0.1	i	i	i	-1.6	i	i
CC1CCN(Cc2cc(=O)oc3ccc(C(C)C)cc23)CC1	i	i	i	i	0.3	i	i	i	10.1	/	i
Cc1ccc(C2(c3ccc(C)cc3)CC2C(=O)Nc2ccc([N+](=O)[O-])cc2O)cc1 (stereo not drawn)	i	i	100*	i	105.4*	i	i	-4.52*	4.2	i	i
COc1ccccc1OCC(=O)NC1CCCc2ccccc21 (stereo not drawn)	i	i	i	i	3.9	i	i	i	-4.9	i	i
Cc1ccccc1NC(=O)CN1C(=S)NC(C)(C)CC1C (stereo not drawn)	i	i	i	i	-2.7	i	i	i	5.1	i	i
C=CCNC(=O)/C(=C\c1ccc(OC)cc1)NC(=O)c1ccc([N+](=O)[O-])cc1	i	i	i	i	2.9	i	i	i	3.1	i	i
CCc1cccc(C)c1NC(=O)CN(C)Cc1cccc(F)c1	i	i	i	i	-3.9	i	i	i	/	i	i
CC(C)(C)n1nnnc1C(c1cccnc1)N1CCN(c2cccc(C(F)(F)F)c2)CC1 (stereo not drawn)	i	i	i	i	2.0	i	i	i	5.1	i	i
Cc1ccc(C2SCC(=O)N2Cc2ccccc2)cc1 (stereo not drawn)	i	i	i	i	-7.6	i	i	i	0.9	i	i
O=C1CC(SCCO)C(=O)N1c1ccc(Oc2ccccc2)cc1 (stereo not drawn)	i	i	i	i	-2.4	i	i	i	-3.1	i	i
CCn1c(/C=C/Nc2ccccc2)[n+](CC)c2cc(Cl)c(Cl)cc21	i	i	i	i	-13.9	i	i	i	9.3	i	i
CCCCCOc1ccc2oc(=O)c3c(c2c1)CCCN3C(=O)CN1CCCC(C(=O)OCC)C1 (stereo not drawn)	i	i	i	i	5.3	i	i	i	4.2	i	i
O=C(CCSCc1ccccc1F)NCCc1ccccc1	i	i	i	i	-4.8	i	i	i	0.4	i	i
CCC(=O)Nc1ccc(Cl)c(NC(=O)c2ccccc2OC)c1	i	i	i	i	1.1	i	i	i	-2.9	i	i
Cc1ccc(C(=O)CCNc2ccc(F)c(Cl)c2)o1	i	i	i	i	2.0	i	i	i	6.7	i	i
COc1ccc(C2CC(=O)N(C)c3ccccc3S2)cc1 (stereo not drawn)	i	i	i	i	3.6	i	i	i	2.9	i	i
Clc1ccc(-c2nn3c(C4COc5ccccc5O4)nnc3s2)cc1 (stereo not drawn)	i	i	i	i	20.7	i	i	i	-13.8	i	i
O=C(CSc1ncnc2ccccc12)c1cccs1	i	i	i	28.5*	7.5	i	i	i	?	i	i
Cc1cccc(NC(=O)CSc2nnc(CSc3nc(C)cc(C)n3)n2Cc2ccco2)c1	i	i	i	i	-1.7	i	i	i	/	i	i
CCC1CCCCN1C(=O)c1noc(C(C)C)c1[N+](=O)[O-] (stereo not drawn)	i	i	i	i	2.8	i	i	i	/	i	i
COc1cccc(/C=N/Nc2nc(-c3cccnc3)nc3ccccc23)c1	i	i	i	i	4.6	i	i	i	-0.7	i	i
CCOC(=O)c1ccccc1-n1nnnc1C	i	i	i	i	1.8	i	i	i	-1.4	i	i
Cc1c(Br)c([N+](=O)[O-])nn1CC(=O)Nc1ccc2nc3n(c(=O)c2c1)CCCC3	i	i	i	i	-9.7	i	i	i	3.0	i	i
COc1ccc2nc(NC(=O)c3ccc([N+](=O)[O-])o3)sc2c1	i	i	i	i	12.7	i	i	i	-0.5	i	11.7*
Cc1[nH]c2ccccc2c1C(=O)CSc1ccccn1	i	i	i	i	2.6	i	i	i	-0.1	i	i
